# Source: PubChem BioAssay (several laboratories)
# HTR2A ag: mouse Htr2a agonists via beta-arrestin recruitment, primary screen, cell-based, luminescence; 5-hydroxytryptamine receptor 2A (Mus musculus), P35363; 0.66% of 360,000 active; CHO-K1 mHTR2A beta-arrestin complementation; percent of 30 µM serotonin response; activation, % at 7.6 µM; AID 624169, 2012;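 active = activation above a run cutoff, the mean activation of all tested compounds plus 3 SD, cut at about 14% in these data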;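 note: 0% = plate median of compound wells and 100% = 30 µM serotonin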
# N-glyco inh: increase of ERlucT glycosylation luciferase signal, primary screen, N-linked glycosylation inhibitor project, D54 ERlucT cells, luminescence, set 2 | 0.23% of 360,000 active | reporter increase, % at 12.5 µM | AID 588692, 2011 | D54 ERlucT glycosylation luciferase reporter, 24 h; percent of 100 nM tunicamycin response;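 active = mean luciferase reporter signal, scaled so untreated is 0 and the glycosylation-blocking control 100, at or above a set limit in every replicate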;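 note: luciferase carries N-glycosylation sites so blocking glycosylation raises the light; 0% = median of neutral control wells and 100% = median of 100 nM tunicamycin wells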
# ABCB6 inh 2: ABCB6 transporter inhibitors, primary screen, K562-ABCB6 cells, flow cytometry, MLPCN library. ATP-binding cassette sub-family B member 6 (Homo sapiens), Q9NP58. K562-ABCB6 porphyrin accumulation, 1 h; active compounds read low. fluorescence ratio to DMSO, % at 10 µM. 0.19% of 360,000 active;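 active = fluorescence ratio to DMSO below 75%, the collection mean minus 3 SD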;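 note: signal is porphyrin accumulated inside mitochondria; 100% equals median channel fluorescence of DMSO control wells; lower ratio means ABCB6 inhibition with less porphyrin fluorescence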
# PDI inh: inhibitors of human PDI, primary screen, biochemical, turbidity, single point, plate reader. PDI insulin aggregation turbidity, A650, 90 min. inhibition, % at 10 µM. Protein disulfide-isomerase (Homo sapiens), P07237. AID 588391, 2011. 0.052% of 350,000 active;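 active = mean inhibition across replicates of 30% or more, whatever share of single replicates reach that level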;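 note: absorbance from insulin aggregation driven by PDI reduction with DTT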
# Target sequence (P07237 whole entry, looked up): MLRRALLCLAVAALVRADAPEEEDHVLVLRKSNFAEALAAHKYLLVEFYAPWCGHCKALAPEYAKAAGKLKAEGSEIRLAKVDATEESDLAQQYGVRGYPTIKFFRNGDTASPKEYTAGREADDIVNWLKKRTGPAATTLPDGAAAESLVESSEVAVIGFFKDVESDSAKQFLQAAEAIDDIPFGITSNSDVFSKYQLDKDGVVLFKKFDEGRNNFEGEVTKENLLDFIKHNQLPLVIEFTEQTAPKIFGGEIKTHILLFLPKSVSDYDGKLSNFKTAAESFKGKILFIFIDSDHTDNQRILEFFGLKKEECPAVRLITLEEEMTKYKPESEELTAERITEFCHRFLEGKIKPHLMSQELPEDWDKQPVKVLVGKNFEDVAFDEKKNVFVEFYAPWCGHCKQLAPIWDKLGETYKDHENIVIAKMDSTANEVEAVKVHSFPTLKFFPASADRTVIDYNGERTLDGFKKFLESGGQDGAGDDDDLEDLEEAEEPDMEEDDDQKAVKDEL
# MC4R ag barr: MC4R agonists recruiting beta-arrestin, primary screen, cell-based, luminescence, agonist arm of biased-ligand search; Melanocortin receptor 4 (Homo sapiens), P32245; U2OS MC4R beta-arrestin complementation; percent of melanotan II response, DMSO zero; activation, % at 8.9 µM; 0.98% of 360,000 active; AID 540308, 2011;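 active = activation above a per-plate cutoff, the mean activation of sample wells on that plate plus 3 SD, cut at about 8% in these data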
# Target sequence (P32245 whole entry, looked up): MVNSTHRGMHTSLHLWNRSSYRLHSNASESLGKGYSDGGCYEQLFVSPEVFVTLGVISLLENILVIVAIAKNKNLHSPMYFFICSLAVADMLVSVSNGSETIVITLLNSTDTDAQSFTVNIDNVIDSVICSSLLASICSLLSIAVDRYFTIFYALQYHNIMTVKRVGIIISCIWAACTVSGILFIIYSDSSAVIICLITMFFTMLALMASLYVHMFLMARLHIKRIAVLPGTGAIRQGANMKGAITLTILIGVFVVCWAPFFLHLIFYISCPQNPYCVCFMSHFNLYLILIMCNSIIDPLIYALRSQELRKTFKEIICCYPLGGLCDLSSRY
# Vif imaging: HIV Vif self-association inhibitors, primary screen, imaging, HEK293T, single point. HEK293T cells, Vif self-association by quenched fluorescence, 24 h. inhibition, % at 7.49 µM. 0.35% of 340,000 active; in the data active = inhibition above about 50%, passing the limit was not always enough; note: some results filed as inactive read as strong as hits
# MC4R antagonist: MC4R antagonists of cAMP signaling, primary screen, cell-based, TR-FRET, antagonist arm of biased-ligand search; inhibition, % at 6.5 µM; Melanocortin receptor 4 (Homo sapiens), P32245; MC4R-expressing cells, MTII-stimulated cAMP, LANCE TR-FRET; 0.48% of 360,000 active;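 active = inhibition above its plate's cutoff, the mean of tested wells on that plate plus 3 SD, cut at about 29% in these data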;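 note: 0% = Melanotan II alone and 100% = Melanotan II plus saturating MCL0020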
#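 Material – human MC4R-expressing U2OS cells · Repeats – no replicates · Detection – TR-FRET with Eu-cAMP and labeled anti-cAMP, 671 nm · Times – compound 30 min, challenge 1 h, detection 1 h · Compound – single nominal compound dose of 6.5 µM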
# Cardio protect: cardioprotection against H2O2-induced cell death, primary screen, uHTS, H9c2 cells, ATPLite luminescence; H9c2 cardiomyocytes, H2O2 injury protection, 2 h; protection from H2O2 cell death, % at 20 µM; 0.63% of 360,000 active;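 active = compounds giving at least 50% protection of heart cells from peroxide-induced death in the single-dose screen, raw or plate-pattern-corrected value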;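 note: 0% = DMSO wells with peroxide and 100% = DMSO wells without peroxide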
# aDG glyco act: activators of alpha-DG glycosylation, primary screen, uHTS, Pro5-aDG cells, AlphaScreen; alpha-DG glycosylation AlphaScreen (IIH6); 0% Pro5, 100% B10-LARGE cell signal; 0.22% of 360,000 active; activation, % at 10 µM;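 active = activation of at least 8% versus controls, or a plate z-score of at least 8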;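 note: Pro5 are CHO cells carrying HIG-tagged alpha-DG that lacks glycosylation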
# CaV13 ICDI inh: Disruptors of the CACNA1D IQ motif to Ca2+-dependent inactivation inhibitor domain association, primary screening, Förster resonance energy transfer in intact living …. inhibition, % at 12.3 µM. HEK cells, CFP/YFP FRET ICDI-IQ, plate reader, 10 min; percent FRET-ratio fall versus neutral wells. 0.098% of 340,000 active;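 active = mean replicate inhibition of at least 30% and at least 1% of replicates passing that level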;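 note: 0% = median of the neutral control wells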
# Starred values were filed as active, the others as inactive; . = no result given.
SMILES,HTR2A ag,N-glyco inh,ABCB6 inh 2,PDI inh,MC4R ag barr,Vif imaging,MC4R antagonist,Cardio protect,aDG glyco act,CaV13 ICDI inh
c1ccc(N2CCN(c3nc4cc5c(cc4s3)OCO5)CC2)cc1,-3,1,84,6,-1.0,19,0,-11,-0.2,.
C=CCNC(=S)NCC1COc2ccccc2O1 (centres undefined),-3,-1,107,-7,0.8,-1,0,-2,0.0,-3
CCCCn1c(C)nc2cc(S(=O)(=O)N3CCOCC3)ccc21,1,0,102,3,-1.5,10,6,-4,0.1,-6
c1ccc(Oc2cccc(Oc3ccccc3)n2)cc1,1,-2,94,2,3.8,0,4,-6,-0.1,-3
C=CCn1c(SCC(=O)N2CCOCC2)nc2ccccc2c1=O,2,0,100,-1,0.2,-9,0,0,0.5,-13
CCN1CCc2nc(NC(=O)c3cc(F)c(F)cc3Cl)sc2C1,-4,2,93,3,-0.5,2,0,-5,-0.2,-24
CCCc1n(CC(O)COC2CCCCC2)c2ccccc2[n+]1C (centres undefined),-1,4,99,-5,-1.5,1,4,-8,0.3,-6
COc1ccc(-c2coc3c(C(=O)N4CCN(C)CC4)cccc23)c(C)c1,-19,-1,99,5,-1.7,-3,-4,0,0.0,-12
COc1ccc(NC(=O)CSc2nnc(-c3ccco3)n2C)cc1,2,2,116,12,-1.4,15,-2,0,-0.1,-5
CC(=O)Oc1ccc(N(C(C)=O)S(=O)(=O)c2ccccc2)c2ccccc12,-2,6,79,-7,1.0,3,-5,-15,5.7,-11
Cc1n[nH]c(C)c1CCC(=O)N/N=C/C=C/c1ccccc1,0,3,99,7,-1.5,4,1,4,-0.2,-5
Cc1ccc(C(=O)OC(C)CN2CCN(C)CC2)cc1 (centres undefined),-1,2,98,2,-1.4,-4,-3,-1,-0.1,-5
CNC(=O)c1nnc(Cc2ccc(F)cc2)o1,0,0,100,18,-1.5,6,0,1,0.1,-7
COc1ccc(Cl)cc1N1C(=O)C2CCCN2C1c1ccc(F)c(F)c1 (centres undefined),-2,2,101,.,-0.2,8,0,-3,-0.1,-11
COc1ccc(NC(=O)Nc2ccc(C(=O)N3CCOCC3)cc2)cc1OC,2,-1,100,-4,-0.9,4,6,2,0.0,.
COc1ccc(C(C)C)cc1S(=O)(=O)NCCCn1ccnc1,0,1,97,-3,0.0,1,-4,0,0.0,-6
CC(C)(C)c1ccc(S(=O)(=O)NC(Cc2ccccc2)C(=O)O)cc1 (centres undefined),-1,4,97,5,-2.0,.,-2,10,0.0,-8
Cc1ccc(S(=O)(=O)N(C)C[C@@H]2OCc3cn(nn3)CCCC(=O)N([C@@H](C)CO)C[C@H]2C)cc1,14,4,103,-2,0.1,-3,3,0,0.1,-7
COc1ccc(S(=O)(=O)N2CC(C)N(C(=O)N(C)C)C2C)cc1 (centres undefined),0,1,98,-82,-2.5,7,-6,1,0.0,-2
COc1cccc(CN2CCC2(C)C(=O)NCc2cccc(C(F)(F)F)c2)c1OC (centres undefined),-3,-5,99,5,2.0,.,9,12,0.0,-6
N#CCCn1cc(/C=C/C(=O)O)c(-c2ccc(F)cc2)n1,0,2,101,12,-1.1,-1,6,-4,-0.1,-7
Cc1c(C(=O)NNC(=O)c2ccncc2)oc2ccccc12,-2,4,97,1,-0.7,-5,3,0,0.1,-1
COc1ccc(/C=N/N=C(\N)c2nonc2N)cc1OC,0,-1,98,-5,-1.1,-1,-6,-4,0.1,2
CCOC(=O)N1CCN(c2nc(-c3ccc(Cl)cc3)cs2)CC1,-1,-3,98,-4,2.5,24,-3,-16,0.0,-9
COc1ccc(C(C)=O)cc1CN1C(=O)NC2(CCCCC2C)C1=O (centres undefined),-3,1,88,0,-0.7,11,0,6,0.4,-5
O=C(c1cccc(Br)c1)c1conc1C(=O)c1ccco1,-4,2,99,-7,-1.0,3,3,3,0.3,-2
CCN(CC)CCCN1C(=O)C(O)=C(C(=O)c2cc3cccc(OC)c3o2)C1c1ccncc1 (centres undefined),-3,1,87,-4,0.7,-3,18,1,0.1,-9
CCCN(CCC)CCCNC(=O)c1cc2c(=O)n(C)c3ccccc3c2n1C,0,7,103,.,-1.7,-1,0,41,-0.1,-2
c1coc(CN(Cc2ccco2)c2ncnc3c2oc2ccccc23)c1,1,-1,94,0,-2.8,-7,-7,-18,1.7,.
O=C(CCC(=O)OCC(F)(F)C(F)F)NCc1ccccc1,3,0,92,-3,0.2,6,9,2,-0.1,-4
COc1ccc(C(=O)NCc2cccnc2)cc1C(=O)NCc1cccnc1,-8,-1,98,-3,1.1,5,10,-12,0.5,-5
Cc1cc(C(C)(C)C)oc1C(=O)N(CC(=O)NC1CCCC1)Cc1ccccc1Cl,-6,-4,100,-1,0.7,-8,14,-9,0.5,-8
CCCN(c1ccc(OCC)cc1)S(=O)(=O)c1ccc2c(c1)CCN2C(=O)CCC(=O)O,0,1,93,0,-0.9,-4,-3,2,-0.4,-8
COc1ccc(C2CC(c3ccccc3)=NN2C(=O)COC(=O)/C=C/c2ccc(O)c(OC)c2)cc1 (centres undefined),4,2,96,0,-4.2,-7,-6,-9,-0.1,7
CCOc1ccc(C(=O)Nc2ccc(NC(=O)c3ccccc3)cc2)cc1Br,25*,-4,101,-1,-1.4,-5,4,0,0.0,-6
O=C(NNC(=O)c1ccccc1Br)c1ccccc1Cl,3,1,95,-8,-3.2,5,3,-2,-0.2,-7
CCc1cccc2c(C(=O)CSc3nncn3-c3ccc(OC)cc3)c[nH]c12,-5,4,105,-1,-1.2,-5,6,8,0.0,-6
CCN1CCN(C(=O)C2CCC(=O)N(CCCN3CCCC3=O)C2)CC1 (centres undefined),-1,0,98,7,-0.3,3,8,7,0.0,-2
O=C1NC(c2ccc3c(c2)OCO3)Nc2ccccc21 (centres undefined),-4,-1,95,-6,0.6,8,6,16,-0.1,.
CCN(C(=O)COC(=O)CCn1c(C)csc1=O)c1c(N)n(Cc2ccccc2)c(=O)[nH]c1=O,1,0,103,-4,-1.1,-3,11,12,0.1,-2
COc1ccccc1/C=N/NC(=O)c1ccc(=O)n(C)c1,-1,1,96,2,0.7,-5,-1,5,-0.1,-6
Cc1ccc(/C=N/NC(=O)c2nn(C)cc2Cl)cc1,3,-1,99,-14,0.1,1,-8,-9,0.1,-5
CC(=O)Cn1ncc(N2CCCCC2)c(Cl)c1=O,1,0,108,2,-0.8,.,4,-2,-0.4,1
O=C(CCC(NC(=O)OCc1ccccc1)C(=O)OCC(=O)N1CCCCC1)OCC(=O)N1CCCCC1 (centres undefined),-3,3,93,-1,-1.9,1,28,2,0.0,-5
CC1(C)C2C(Cl)(Cl)C2(C)c2ccccc2N1C=O (centres undefined),-4,-2,101,2,-2.7,-1,9,1,-0.1,-5

# Profiles, looked up by structure. Screens in order: HTR2A ag	N-glyco inh	ABCB6 inh 2	PDI inh	MC4R ag barr	Vif imaging	MC4R antagonist	Cardio protect	aDG glyco act	CaV13 ICDI inh
# Record of CCOc1ccc(C(=O)Nc2ccc(NC(=O)c3ccccc3)cc2)cc1Br = 25*	-4	101	-1	-1.4	-5	4	0	0.0	-6
# Record of Cc1ccc(/C=N/NC(=O)c2nn(C)cc2Cl)cc1 = 3	-1	99	-14	0.1	1	-8	-9	0.1	-5
# Record of Cc1cc(C(C)(C)C)oc1C(=O)N(CC(=O)NC1CCCC1)Cc1ccccc1Cl = -6	-4	100	-1	0.7	-8	14	-9	0.5	-8

# Remaining list, next part
SMILES,HTR2A ag,N-glyco inh,ABCB6 inh 2,PDI inh,MC4R ag barr,Vif imaging,MC4R antagonist,Cardio protect,aDG glyco act,CaV13 ICDI inh
CCOC(=O)C1CCCN(Cc2sccc2C)C1 (centres undefined),8,0,100,2,0.8,-2,10,4,-0.1,.
O=C(NC(=S)Nc1cccc(CO)c1)c1ccc(-c2ccccc2)cc1,-2,-2,98,5,0.8,-3,14,-12,1.1,-14
O=C(Nc1ccc(-c2cscn2)cc1)C1CCCN(Cc2ccc(CO)o2)C1 (centres undefined),-4,-2,98,10,-3.0,-8,-1,4,0.0,.
Cc1cc(=O)oc2cc(OCC(=O)NCCN3CCOCC3)c(Cl)cc12,-2,1,102,-5,-1.8,0,1,4,-0.1,-2
CCO/N=C(/C)c1c(O)c(C)c(-c2ccccc2)n(-c2ccccc2)c1=O,2,2,101,7,-0.3,21,5,12,-0.1,-4
Cc1noc(N)c1C1(O)C(=O)N(C(C)C)c2ccccc21 (centres undefined),1,2,94,-3,-0.7,47,8,-3,-0.2,3
CCOc1ccc(Nc2ccc(S(=O)(=O)N3CCOCC3)cc2[N+](=O)[O-])cc1,3,-3,96,5,-1.8,.,0,-10,0.4,-5
O=C(NC1CC1)C1=C[C@H](C2CCCCC2)C[C@H](OCCCCO)O1,1,0,87,7,-1.1,-5,-4,10,-0.2,-4
CCOc1ccc(-c2c(C(=O)N/N=C(\C)c3ccncc3)nnn2-c2nonc2N)cc1,-3,3,90,4,-2.0,19,2,2,0.2,-2
Cc1cccc(NC(=O)CS(=O)CC(=O)Nc2cnc3ccccc3c2)c1C (centres undefined),-5,4,95,-6,0.4,-10,2,0,-0.1,-7
CCS(=O)(=O)Nc1cccc(-c2nc3cccnc3s2)c1,-1,-1,91,-2,-0.8,-6,9,2,0.0,-5
COC(=O)C(C)Sc1n[nH]c(=S)s1 (centres undefined),-8,2,101,-3,-2.8,.,-1,11,0.1,-3
O=C1C(C=NCCCN2CCCC2=O)=C(O)c2ccccc21,2,-2,99,0,-1.5,7,5,-4,-0.1,-4
CSc1ccc(-c2nc(CSCC(=O)NCCCN3CCCC3=O)c(C)o2)cc1,2,1,98,9,0.4,-3,18,-3,1.3,-5
O=C(C1CCCN1S(=O)(=O)c1cccc2cccnc12)N1CCN(c2ccccc2)CC1 (centres undefined),3,-3,103,-4,0.6,-8,-7,3,0.5,0
O=C(COC(=O)c1cc(=O)[nH]c2ccccc12)c1ccc(Br)cc1,0,2,105,3,0.5,-4,7,-7,0.1,-2
O=c1oc2cc(O)ccc2cc1S(=O)(=O)c1ccccc1,7,0,86,1,1.5,8,0,8,0.4,31*
C=CCOc1ccc(/C=C/C(=O)OCC(=O)N2CCC(c3ccccc3)=N2)cc1,-3,-2,92,11,-0.8,.,4,-10,0.4,-2

# Outcome played no part in choosing rows. Share with any hit: about 3.6%.
